High-throughput results: PubChem BioAssay, Sanford-Burnham Center for Chemical Genomics
697 NFkB inh: lowers PMA/ionomycin-induced NF-kB signal in 697 B cells; AID 435022; 697 B-cell NF-kB luciferase reporter, 16 h; hit rate 0.33% among 330,000; inhibition, % at 4 µM; in the data active means inhibition above about 35%
CCR6 antag: CCR6 (human) receptor antagonism. P51684. CHO-K1 CCR6 PathHunter beta-arrestin, luminescence, CCL20-stimulated. inhibition, % at 20 µM. hit rate 0.49% among 340,000. AID 493098;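 active means compounds whose inhibition of the agonist-driven luminescence signal at 20 µM reaches about 50%, limit read from the data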;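 further: cells stimulated with CCL20 at 14 nM final; plate controls were DMSO with CCL20 for no effect and DMSO without agonist for full effect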
Target sequence (P51684 whole entry, looked up): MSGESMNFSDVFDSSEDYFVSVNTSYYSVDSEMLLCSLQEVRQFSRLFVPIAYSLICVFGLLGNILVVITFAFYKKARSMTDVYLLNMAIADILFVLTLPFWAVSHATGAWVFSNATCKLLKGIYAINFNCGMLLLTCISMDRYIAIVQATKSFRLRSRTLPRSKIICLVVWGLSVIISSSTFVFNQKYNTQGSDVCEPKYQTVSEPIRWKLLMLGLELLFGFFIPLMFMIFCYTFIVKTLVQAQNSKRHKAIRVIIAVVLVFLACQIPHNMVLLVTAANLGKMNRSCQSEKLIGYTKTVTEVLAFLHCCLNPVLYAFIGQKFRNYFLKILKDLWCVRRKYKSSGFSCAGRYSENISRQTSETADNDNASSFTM
CXCR6 block: inhibitors of human CXCR6 receptor | O00574 | CHO-K1 PathHunter CXCR6 beta-arrestin, luminescence | inhibition, % at 20 µM | hit rate 0.36% among 360,000; in the data active means inhibition above about 34%, passing the limit was not always enough;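 further: antagonist mode with CXCL16 agonist at 10 nM final; 0% = 10 nM CXCL16 with DMSO and 100% = unstimulated wells without agonist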
Jurkat NFkB inh: inhibitors of the PMA/ionomycin-induced NF-kB reporter in Jurkat cells; PMA/ionomycin-induced NF-kB luciferase reporter, luminescence; inhibition, % at 4 µM; hit rate 0.53% among 330,000; AID 435003; in the data active means inhibition above about 50%
CHOP UPR activ: activators of apoptotic arm of unfolded protein response (CHOP) | CHO-CHOP luciferase reporter, UPR activation, luminescence; percent of tunicamycin response over DMSO baseline | activation, % at 10 µM | hit rate 0.34% among 330,000 | AID 449763;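 active means at 10 µM dose, activation of 40% or more, normalized to positive control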;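 further: 100% = tunicamycin at 10 µg/mL and 0% = DMSO alone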
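System: CHO CHOP reporter cells. Amount: 500 cells per well. Buffer or medium: F12 medium, 10% FBS. Compound dosing: one dose, 10 µM in 0.5% DMSO. Incubation: 6 h compound exposure at 37 °C after overnight seeding. Technique: Steady-Glo luciferase luminescence. Benchmarks: tunicamycin and DMSO controls.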
EBI2 block: EBI2 (human) antagonism; P32249; EBI2 beta-arrestin recruitment, luminescence, 7a,25-OHC stimulated; inhibition, % at 5 µM; hit rate 0.81% among 360,000; in the data active means inhibition above about 38%;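 further: enzyme fragment complementation signal reports receptor beta-arrestin coupling in cells; 0% = agonist plus DMSO wells and 100% = wells without agonist; some results beyond the cut were filed as inactive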
Target sequence (P32249 whole entry, looked up, the tested form may be a part): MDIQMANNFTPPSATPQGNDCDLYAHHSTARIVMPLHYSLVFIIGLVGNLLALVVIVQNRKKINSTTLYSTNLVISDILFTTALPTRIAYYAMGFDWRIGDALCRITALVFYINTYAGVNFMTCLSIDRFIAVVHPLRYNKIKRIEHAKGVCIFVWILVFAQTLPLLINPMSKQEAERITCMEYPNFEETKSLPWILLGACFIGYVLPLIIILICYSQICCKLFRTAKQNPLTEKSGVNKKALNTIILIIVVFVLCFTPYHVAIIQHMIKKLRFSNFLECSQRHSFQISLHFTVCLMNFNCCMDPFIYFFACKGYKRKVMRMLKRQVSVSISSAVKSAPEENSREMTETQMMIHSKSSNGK
XBP1 UPR activ: adaptive UPR (XBP1) activation. activation, % at 20 µM. CHO-XBP1 luciferase reporter, IRE1-XBP1 UPR activation, luminescence; percent of tunicamycin response, DMSO as zero. hit rate 0.33% among 330,000;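 active means versus positive control, 20 µM dose yields 30% or more activation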;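 further: 100% = tunicamycin at 10 µg/mL and 0% = DMSO only wells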
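assay system = CHO-XBP1 luciferase reporter cells | amount = 1000 cells/well | buffer or medium = F12 plus 10% FBS | compound dosing = single point, 20 µM final compound, 1% DMSO | incubation = 16-18 h cell attachment at 37 °C, then 6 h compound exposure | detection = Steady-Glo luminescence read | controls = tunicamycin 10 µg/mL and vehicle-only wells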
Mdm2 MdmX PPI: human Mdm2/MdmX binding inhibition; O15151+Q00987; SaOS-2 split-luciferase Mdm2/MdmX complementation, luminescence; inhibition, % at 8 µM; hit rate 3% among 330,000; AID 485346;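 active means inhibition of at least 50% at 8 µM in the primary screen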
Gli-Sufu block: blocks Gli-Sufu signaling in a luciferase reporter; inhibition, % at 5 µM; Sufu-KO-LIGHT fibroblasts, Gli luciferase reporter luminescence; hit rate 0.74% among 340,000;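 active means inhibition above about 55%, limit read from the data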;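 further: 0% = DMSO-treated cells and 100% = wells with medium but no cells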
Numbers without * were called inactive; · = no result given.

Compound	697 NFkB inh	CCR6 antag	CXCR6 block	Jurkat NFkB inh	CHOP UPR activ	EBI2 block	XBP1 UPR activ	Mdm2 MdmX PPI	Gli-Sufu block
CCCN1CCN(CCCNC(=O)CN2C(=O)c3cccnc3Oc3ccc(Cl)cc32)CC1	-24.7	-4.2	5.5	-17.6	-0.7	5.0	-5.3	1.1	8.5
COc1cc(OC)c(NC(=O)C2CCN(S(=O)(=O)c3ccc4c(c3)CC(C)N4C(C)=O)CC2)cc1Cl (stereo unspecified)	1.0	6.6	-7.2	7.0	1.4	16.4	-6.8	27.2	43.0
Cn1c(=N)n(CC(=O)C(C)(C)C)c2ccccc21	-16.5	6.0	10.7	-22.2	8.2	2.4	-1.9	-23.0	-17.9
CCOc1cc(N2CCOCC2)c(OCC)cc1NC(=O)c1ccc(C)cc1	-2.9	-3.5	0.9	-0.8	-1.7	3.0	-1.4	15.2	3.4
CC1=C(C(=O)OC(C)(C)C)C(c2cccs2)NC(=O)N1 (stereo unspecified)	9.4	2.5	3.6	6.6	2.1	-5.9	-3.1	-18.3	8.0
Cc1ccc(OC(C)C(=O)Nc2ccccc2C(=O)N2CCOCC2)cc1 (stereo unspecified)	9.9	-6.3	-3.5	0.5	-0.3	-7.0	-1.5	23.5	-16.2
Cc1ccc(OCCn2cc(Br)c(=O)[nH]c2=O)cc1	12.5	-10.0	-2.9	-3.4	2.5	-8.6	-0.9	-5.4	8.0
CCOC(=O)c1ccccc1NS(=O)(=O)c1ccc(C)cc1	-19.1	-8.4	1.8	4.9	1.3	-1.2	-1.5	21.6	4.1
CCOC(=O)c1ccc(OCC(=O)c2ccc(O)cc2O)cc1	-15.5	14.9	2.9	2.1	1.7	-1.5	-5.1	-10.9	0.9
O=C(COC(=O)c1cccc(O)c1)c1ccccc1	0.4	-3.2	-9.2	-30.9	3.2	-6.8	2.2	-89.9	-7.7
CC1=C(C(=O)OCc2ccccc2)C(c2ccc(C(C)(C)C)cc2)NC(=O)N1CCCCCC(=O)O (stereo unspecified)	18.2	2.0	2.0	28.4	0.2	4.0	-1.4	4.0	1.6
O=C1C2C3C=CC(C3)C2C(=O)N1Nc1c(Cl)cc(Cl)cc1Cl (stereo unspecified)	14.7	2.2	-12.1	5.0	-1.0	-8.8	-2.0	-0.6	22.6
CCCCN(C)CCN1C(=O)C2C(C(=O)Nc3ccc(C)cc3)C3C=CC2(O3)C1C(=O)NC1CCCCC1 (stereo unspecified)	-1.6	7.2	8.2	-7.6	2.4	-7.8	-0.4	-13.0	21.6
CCSc1nc2ccccc2n1CC(=O)N1CCCCC1	4.5	11.3	6.9	17.4	0.4	0.1	-0.9	11.3	-4.0
COC(=O)c1cccc(S(=O)(=O)N2CCC(NC(=O)Nc3cccc(F)c3)CC2)c1	24.0	11.6	-18.0	-12.4	-0.6	-0.9	-1.2	24.1	2.8
CCC1(CC)NC(=O)N(CC(=O)N2N=C(c3ccc(Cl)cc3)CC2c2ccco2)C1=O (stereo unspecified)	12.6	10.3	-4.9	0.4	1.1	-8.1	2.9	21.5	4.7
O=C(Nc1ccncc1)c1cc2ccccc2o1	6.7	4.1	0.2	-28.4	3.9	1.1	3.6	4.2	-26.0
c1ccc(OCc2nn3c(Cn4nnc5ccccc54)nnc3s2)cc1	7.1	-10.4	-6.3	7.1	-0.5	0.4	2.5	-14.9	2.6
CC(C)(C)C(=O)OCc1cn(-c2ccccc2)nn1	19.5	8.0	-0.7	-21.4	5.3	-3.2	5.8	1.4	-0.8
O=C(CSc1nnc(Cc2ccccc2)o1)N1CCCc2ccccc21	-25.6	9.3	-0.8	-13.4	0.2	11.5	2.9	-15.0	7.0
COc1ccc(NC(=O)n2ncc3c(C)cccc32)cc1	-156.8	-1.6	-13.1	-95.7	7.6	1.8	-2.0	-188.3	-78.1
O=C(Cn1c(=O)n2ncnc2c2c3c(sc21)CCCC3)c1ccccc1	14.9	5.8	-0.9	6.8	1.5	14.3	1.7	8.7	6.8
Cc1ccc(-c2ccnc(=S)[nH]2)cc1	-23.6	26.3	0.8	-30.2	-0.6	8.6	0.2	-14.3	-1.6
CCCc1cc(=O)[nH]c(SCC(=O)Nc2ccc(OC(F)F)cc2)n1	5.5	0.7	2.3	-4.8	3.5	-3.0	-1.8	9.0	-0.3
O=C1C=C(O)CC(c2ccc(Cl)c(Cl)c2)C1 (stereo unspecified)	4.6	-16.0	2.1	15.9	-0.4	-4.1	-5.3	11.6	2.9
Cc1c(NC(=S)NC(=O)c2ccccc2Cl)c(=O)n(-c2ccccc2)n1C	0.1	10.8	0.2	-6.5	0.5	-1.3	-0.1	-2.7	1.5
COc1cc(-c2nnc(COC(=O)c3cc(C)nc4ccc(C)cc34)o2)cc(OC)c1OC	-12.8	-5.9	8.1	-0.7	-3.2	17.9	0.5	-18.1	10.8
CCOC(=O)N1CCN(CC(O)COc2ccc3c(c2)CCC3)CC1 (stereo unspecified)	-15.3	7.5	0.2	12.2	-1.5	0.8	0.4	7.6	4.5
CCOc1ccc(CCNC(=O)c2cc(C)on2)cc1OCC	-8.5	5.0	3.5	-7.7	1.2	-11.6	-1.1	-7.6	-19.0
Cc1ccc(COc2ccc(C)nc2[N+](=O)[O-])cc1	-154.7	12.6	1.6	-151.2	4.3	-5.7	1.4	-208.2	-74.5
Cc1ccc(-c2nn(-c3ccccc3)cc2C(=O)NCC2CCCO2)cc1 (stereo unspecified)	8.0	1.0	2.7	9.2	2.5	6.8	2.5	7.2	-14.4
COc1ccccc1CNC(=O)C1CCC(CNS(=O)(=O)c2ccc(NC(C)=O)cc2)CC1 (stereo unspecified)	19.3	6.5	-0.6	-7.8	0.5	-0.3	-3.5	-0.9	-2.0
CCN1C(=NCCc2ccc([N+](=O)[O-])cc2)N[C@@H](c2ccccc2)[C@H](C(=O)OC)[C@H]1C	12.7	9.9	8.7	2.1	1.0	-5.8	-1.6	16.4	13.5
Cc1cc(C(=O)N/N=C/c2ccc[nH]2)no1	7.9	-1.0	5.2	14.2	4.3	-4.4	-2.5	-25.2	4.3
Cn1cnc2c(oc3ccccc32)c1=O	-2.0	9.2	-1.6	-6.5	1.3	-5.1	-3.5	5.1	2.5
CN(C)CCCC1(O)c2ccccc2CCc2ccccc21	1.5	-1.2	5.7	-5.9	2.0	-2.0	-1.3	8.0	7.8
C=CCOC1=CS(=O)(=O)N(Cc2ccc(Br)cc2)c2ccc(Br)cc21	16.2	25.0	-0.2	·	2.4	5.3	1.2	-2.3	-1.3
[2H]C(CCOS(N)(=O)=O)c1ccc(C(C)(C)C)cc1 (stereo unspecified)	19.9	-1.6	2.6	24.6	-5.3	-5.7	-8.1	13.9	15.8
C[C@H](CO)N1C[C@H](C)[C@@H](CN(C)S(=O)(=O)c2ccc(F)cc2)Oc2ccc(NC(=O)CCN3CCOCC3)cc2C1=O	21.5	12.8	-3.9	-2.0	-0.4	-3.6	0.2	-3.5	-10.1
Cc1c(-c2nnnn2-c2ccc(F)cc2)cnc2cc3c(cc12)OCO3	-11.6	1.6	-5.7	-7.1	-1.7	-2.7	-1.6	6.4	9.1
C=CCSc1nc(N)cc(=O)[nH]1	36.8*	7.7	-1.6	-3.4	1.1	1.3	-1.1	2.2	2.3
CCN(c1ccc(C)cc1)S(=O)(=O)c1nnc(NC(=O)c2ccco2)s1	-10.3	16.0	0.4	-9.4	5.0	12.3	-3.1	15.5	19.6
Cc1c(C(=O)CN2CCSCC2)c2ccccc2n1C	5.1	2.4	9.0	1.0	-1.1	0.1	-0.1	19.4	2.6
Cc1ccc(C(=O)CCC(=O)OCC(=O)N(CC(C)C)c2c(N)n(Cc3ccccc3)c(=O)[nH]c2=O)cc1	-3.8	14.2	1.6	9.1	2.5	-2.1	3.0	21.8	-19.2
COc1ccc2[nH]c(=O)c(CN(CCCN3CCOCC3)C(=O)NCc3ccccc3)cc2c1	13.0	0.9	1.9	8.0	-1.4	-0.1	-1.0	14.6	-72.5
C/C=C/c1ccc(OCCn2cncn2)c(OC)c1	14.2	5.8	12.3	2.5	0.4	-0.3	-4.2	14.8	1.1
COC(=O)C(Cc1cncn1COCc1ccccc1)NC(=O)OC(C)(C)C (stereo unspecified)	4.7	13.3	-2.5	-1.3	-0.5	-0.7	0.9	3.9	-11.5
CCCCc1cc(=O)oc2c(C)c(OCC(=O)N3CCC(C(N)=O)CC3)ccc12	9.3	-11.6	-4.3	-2.8	-0.7	5.6	-2.7	-27.6	3.2
N#C/C(=C(/O)CO/N=C/c1ccccc1Cl)c1nc2ccccc2[nH]1	-1.0	-10.1	0.4	-0.6	0.5	2.6	0.4	7.3	14.0
O=C(OCC(=O)N1CCN(C(=O)c2ccco2)CC1)c1ccccc1	11.1	-8.9	-0.8	-17.6	2.2	-2.6	3.6	-13.2	24.6
O=C(Cc1ccc2c(c1)OCCO2)N1CCN(S(=O)(=O)c2ccccc2C(F)(F)F)CC1	7.3	6.0	-0.3	-3.7	-2.6	-0.6	-1.4	23.3	9.0
O=S(=O)(Nc1ccc(-n2cnnn2)cc1)c1ccccc1F	-8.3	9.1	2.8	12.8	0.7	-13.8	2.1	-4.4	1.9
CC1CCCN(S(=O)(=O)c2cccc([N+](=O)[O-])c2)C1 (stereo unspecified)	13.7	3.6	-0.6	-0.6	0.4	-8.2	-0.9	8.1	-5.6
Cc1cc(C)nc(SCCN(C)C)n1	20.9	-7.3	0.2	10.4	1.4	2.3	-1.1	-19.2	-14.0
O=C(O)[C@H](Cc1c[nH]c2ccccc12)Nc1ncccc1[N+](=O)[O-]	7.8	16.4	17.8	-9.9	-0.5	-5.2	1.4	31.7	8.6
NS(=O)(=O)c1ccc(N/N=C/c2ccc3c(c2)OCO3)c([N+](=O)[O-])c1	-18.0	17.8	21.0	-28.1	2.9	6.9	4.1	29.5	-16.5
COc1ccc(-c2ccc(=O)n(CC(=O)Nc3nnc(C(C)C)s3)n2)cc1OC	9.6	3.1	-5.5	-0.2	-0.5	-13.8	-1.1	4.5	4.2
Cc1cc(NC(=O)CN2CCN(S(=O)(=O)c3ccc4ccccc4c3)CC2)no1	33.8	-4.7	-3.5	0.4	0.9	-1.8	-0.8	1.6	-2.8
O=C1CN(S(=O)(=O)c2ccccc2)c2ccccc2N1	4.0	10.4	3.3	-5.3	0.7	0.5	0.3	-25.6	-27.5
